Screens as filed in PubChem BioAssay.
14-3-3 PPI: modulators of 14-3-3 gamma protein binding, primary screen, biochemical, fluorescence polarization; 0.19% of 160,000 active; AID 422, 2006; inhibition, % at 40 µM; FP, 14-3-3gamma / TMR-pS259-Raf peptide binding; 14-3-3 protein gamma (Homo sapiens), P61981; in the data active = inhibition above about 30%;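 also: 0% = protein plus tracer without compound and 100% = blank with tracer alone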
Target sequence (P61981 whole entry, looked up): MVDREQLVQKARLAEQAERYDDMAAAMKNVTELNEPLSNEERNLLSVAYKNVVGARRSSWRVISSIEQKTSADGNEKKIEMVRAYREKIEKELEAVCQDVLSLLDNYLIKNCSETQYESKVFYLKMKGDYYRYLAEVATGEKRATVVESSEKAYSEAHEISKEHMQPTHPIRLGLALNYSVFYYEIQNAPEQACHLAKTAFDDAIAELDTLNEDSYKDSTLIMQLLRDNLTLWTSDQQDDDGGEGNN
The depositor's hits bear a star; & = joins results of further samples.

SMILES	14-3-3 PPI
CC12CC(NC(=O)N1c1cccc(C(=O)N3CCN(Cc4ccc5c(c4)OCO5)CC3)c1)c1cc(Cl)ccc1O2 (centres undefined)	-3
CCOc1ccccc1C(=O)NC(Nc1ccccc1)(C(F)(F)F)C(F)(F)F	-3
O=C1c2cc(N3CCOCC3)c([N+](=O)[O-])cc2C(=O)N1c1cccc2c1CCCC2	-17
CC(=O)Nc1ccccc1C(=O)C(=O)Nc1ccc(C(=O)N2CCC(C)CC2)cc1	6
CCOc1ccc(-c2cc(C(=O)NCCCN3CCN(CC)CC3)c3ccccc3n2)cc1	-3
Cc1ccc(Cc2cnc(NC(=O)CCc3ccc(C)o3)s2)cc1	-15
CC1CCC(NC(=O)C2c3ccccc3C(=O)N2C2CC2)CC1 (centres undefined)	-2
COC(=O)c1sc(NC(=O)COc2ccccc2)nc1C	-12
COc1cc2c(cc1O)C(C)=NC(C)(C)C2	-7
CC12CC3(C)CC(C)(C1)CC(C(=O)NCCO)(C2)C3	-12
O=C(Nc1ccc(N2CCOCC2)cc1)c1ccc(-c2cccc(Cl)c2)o1	-22
O=C(CCCCC(=O)N1CCN(c2ccccc2)CC1)N1CCN(c2ccccc2)CC1	-16

Reprinted at random: 2 entries already listed.
SMILES	14-3-3 PPI
Cc1ccc(Cc2cnc(NC(=O)CCc3ccc(C)o3)s2)cc1	-15
CC1CCC(NC(=O)C2c3ccccc3C(=O)N2C2CC2)CC1 (centres undefined)	-2

Next part
SMILES	14-3-3 PPI
COCCCNC(=O)Cn1c(C)c(C#N)c2ccccc21	-3
Cc1cc(C)nc(SCC(=O)Nc2cc(C)on2)n1	-5&-7
CCOC(=O)c1c(-c2ccccc2)csc1NC(=O)COc1ccc([N+](=O)[O-])c(C)c1	-9
Cc1ccc(-c2ccc(=O)n(CC(=O)NC3CCCCC3C)n2)cc1 (centres undefined)	-2
Cc1nn(C)c(C)c1S(=O)(=O)NCc1ccc(F)cc1	-4
O=C(O)c1ccc(Nc2nc(-c3ccc(Cl)cc3)cs2)cc1	-1
COc1ccc(NC(=O)C2CCN(S(=O)(=O)c3ccc(OC)c(OC)c3)CC2)c(OC)c1	-5&-3
COc1ccc(C)cc1NC(=O)c1ccc(N(C)S(C)(=O)=O)cc1	3
CCc1ccccc1N1C(=O)C2CC(C)=C(C)CC2C1=O (centres undefined)	-8
CCOc1ccccc1C1C(C(=O)OC2CCCC2)=C(C)NC2=C1C(=O)CC(c1ccc(OC)c(OC)c1)C2 (centres undefined)	1
Cc1cccc(N2CCN(c3ccc(N4C(=O)C5CCC(C)CC5C4=O)cc3[N+](=O)[O-])CC2)c1C (centres undefined)	0
CC(=O)N1CCc2cc(Br)cc(S(=O)(=O)NCCc3ccc(S(N)(=O)=O)cc3)c21	-5
CCc1ccc(NC2=C(Cl)C(=O)N(c3cccc(C)c3)C2=O)cc1	-10
COc1ccc(-n2c(=O)c3c(C)c(C)sc3n(CC(=O)N3CCCCCC3)c2=O)c(OC)c1	-7
O=C(CN1C(=O)C2CCCN2C(=O)c2ccccc21)Nc1ccccc1-n1cccc1 (centres undefined)	-5
S=C(S)OC1CC2CC1C1CCCC21 (centres undefined)	1
O=C(CS(=O)(=O)c1cn(Cc2ccccc2Cl)c2ccccc12)Nc1ccc2c(c1)OCO2	-14
Cc1cc2oc(=O)cc(CN3CCc4ccccc43)c2cc1Cl	-8
CCC1=Nc2cc(C(=O)NCCN3CCCCCC3)ccc2Sc2ccc(C)cc21	-28
Cc1cccc(NC(=O)c2cc3c(CO)cnc(C)c3oc2=Nc2ccc(F)cc2)c1	9
Cc1oc2ccc(OC(=O)c3cc4ccccc4o3)cc2c1C(=O)OC(C)C	-11
CCOc1cc(NC(=O)C2CC2)c(OCC)cc1NC(=O)c1cccnc1	-11
O=C(Nc1ccc(N2CCCC2=O)cc1)c1cccc(F)c1	15
CCC(=O)N1CCc2cc(Br)cc(S(=O)(=O)CCC(=O)NCc3cccs3)c21	0
Cc1cc(S(=O)(=O)n2nnc3ccccc32)ccc1Cl	-7
CCOC(=O)C1C(=O)Nc2nc(C)nn2C1c1ccccc1 (centres undefined)	-4
Cn1cc(C(=O)N2CCN(c3cccc(C(F)(F)F)c3)CC2)c2c3ccccc3n(C)c2c1=O	-7
O=C(NCc1cccs1)C1CCCN(S(=O)(=O)c2cnc[nH]2)C1 (centres undefined)	1
Cc1cc(C)c(C#N)c(SCC(=O)Nc2ccccc2C(N)=O)n1	7
CCc1noc(C)c1C(=O)N1CCOCC1	3
c1coc(CNc2nc(-c3ccncc3)cs2)c1	-6&1
Cc1c(C)c2ccc(OCc3ccc(C(=O)O)o3)cc2oc1=O	-3
CCNc1oc(COc2cccc(C)c2)nc1C#N	-4
COc1ccc(C(C#N)N2N=C(C)CC2(C)C)cc1 (centres undefined)	0
COc1ccc(C2CC(C(F)(F)F)n3nc(C(=O)NCCN4CCOCC4)cc3N2)cc1 (centres undefined)	-6
Cc1cccc(CC(=O)Nc2cc(=O)n(C)c(=O)n2C)c1	-4

A stretch taken from the entries so far, as a working copy:
SMILES	14-3-3 PPI
CCC1=Nc2cc(C(=O)NCCN3CCCCCC3)ccc2Sc2ccc(C)cc21	-28
Cc1cccc(NC(=O)c2cc3c(CO)cnc(C)c3oc2=Nc2ccc(F)cc2)c1	9
Cc1oc2ccc(OC(=O)c3cc4ccccc4o3)cc2c1C(=O)OC(C)C	-11
CCOc1cc(NC(=O)C2CC2)c(OCC)cc1NC(=O)c1cccnc1	-11
O=C(Nc1ccc(N2CCCC2=O)cc1)c1cccc(F)c1	15
CCC(=O)N1CCc2cc(Br)cc(S(=O)(=O)CCC(=O)NCc3cccs3)c21	0
Cc1cc(S(=O)(=O)n2nnc3ccccc32)ccc1Cl	-7
CCOC(=O)C1C(=O)Nc2nc(C)nn2C1c1ccccc1 (centres undefined)	-4
Cn1cc(C(=O)N2CCN(c3cccc(C(F)(F)F)c3)CC2)c2c3ccccc3n(C)c2c1=O	-7
O=C(NCc1cccs1)C1CCCN(S(=O)(=O)c2cnc[nH]2)C1 (centres undefined)	1
Cc1cc(C)c(C#N)c(SCC(=O)Nc2ccccc2C(N)=O)n1	7
CCc1noc(C)c1C(=O)N1CCOCC1	3
c1coc(CNc2nc(-c3ccncc3)cs2)c1	-6&1
Cc1c(C)c2ccc(OCc3ccc(C(=O)O)o3)cc2oc1=O	-3
CCNc1oc(COc2cccc(C)c2)nc1C#N	-4
COc1ccc(C(C#N)N2N=C(C)CC2(C)C)cc1 (centres undefined)	0
COc1ccc(C2CC(C(F)(F)F)n3nc(C(=O)NCCN4CCOCC4)cc3N2)cc1 (centres undefined)	-6

Next part
SMILES	14-3-3 PPI
COCCn1nnnc1CN(Cc1cc2cc(OC)c(OC)cc2[nH]c1=O)C1CCCC1	-11
CCCCc1nc(SCC(=O)NCc2ccccc2)c2c3c(sc2n1)COC(C)(C)C3	-4
CC1CCCN(C(=O)C23CCC(C)(C(=O)C2)C3(C)C)C1 (centres undefined)	4
COc1ccccc1-c1cc(C(=O)Nc2ccccc2SC)no1	-4&4
Cn1c2ccccc2c2c(C(=O)NCC3CCCO3)cn(C3CCCC3)c(=O)c21 (centres undefined)	-1&-4
O=C(CN1CCOCC1)N1N=C(c2ccc(Br)cc2)CC1c1nc2ccccc2[nH]1 (centres undefined)	-12
COC(=O)c1cnoc1N	1
O=C(C1CC1)N1CCc2cc(Br)cc(S(=O)(=O)N3CCN(c4ccccc4Cl)CC3)c21	2
CC1CCN(C(=O)Cc2c(C(=O)O)[nH]c3ccc(Cl)cc23)CC1	-1
CCOc1ccccc1C(=O)N(Cc1ccccc1)c1ccccn1	-4
Cc1ccc(-n2cnc3cc(NCc4ccc(Cl)cc4)ccc32)cc1	2
Cc1ccccc1OCCNc1cc(N2CCN(S(=O)(=O)c3ccc(Cl)cc3)CC2)ccc1[N+](=O)[O-]	-8
COc1ccc(N2C(=O)CC(c3ccc(OC(C)C)cc3)C2=O)cc1 (centres undefined)	4
CCOC(=O)CSC1=C(C#N)C(c2ccccc2F)C(C(C)=O)=C(C)N1 (centres undefined)	-9
Cc1[nH]c(=O)[nH]c(=O)c1NS(=O)(=O)c1ccc2c(c1)n(C)c(=O)n2C	-6
O=C(Nc1ccc(NC(=O)c2ccc(I)o2)cc1)c1cccc(Cl)c1	-5
COc1ccc(NC(=O)Cn2nnc(-c3ccccc3NC(=O)C3CC3)n2)cc1	-2
O=[N+]([O-])c1ccccc1C1CC(c2ccccc2)=NN1 (centres undefined)	8
CCc1nc2oc3ccccc3c(=O)c2c(=O)n1-c1ccccc1	-12
CC(CCc1ccco1)NC(=O)CSc1cc(=O)n(C)c2ccccc12 (centres undefined)	-5
O=C(NC1CCCCC1)N1CCSC1=Nc1ccccc1	-4
C=CCn1c(O)c(C2=c3ccccc3=NC2=O)s/c1=N/c1nccs1	-13
O=c1c2sccc2nc(SCc2ccccc2Cl)n1Cc1ccccc1	-1
CCCOC(=O)c1ccc2c(c1)C(=O)N(C1CCCCC1)C2=O	-4
O=C(O)CNc1ncnc2c1oc1ccccc12	2
CCOC(=O)c1cnc2ccc(C)cc2c1Nc1ccc(C(C)=O)cc1	3
CC(=O)Nc1nc2n(n1)C(c1ccc(F)cc1)C=C(c1ccccc1)N2 (centres undefined)	-4
CCOC(=O)C1=C(C)NC(=O)NC1c1ccc(-c2ccc(OC)cc2[N+](=O)[O-])o1 (centres undefined)	-17
FC(F)(F)COc1nc(N2CCCCC2)nc(N2CCNCC2)n1	-18
CCn1c(SCC(=O)N2CCCc3ccccc32)nc2c(c1=O)SC(C)C2 (centres undefined)	-4&4
Cn1c(SCc2nc3ccccc3c(=O)n2-c2ccc([N+](=O)[O-])cc2)nc2ccccc21	1
Cc1cc(C)n(-c2ccc(-n3ccnc3)nn2)n1	4
COc1cccc2c1OC(c1ccccc1Cl)N1N=C(c3cccnc3)CC21 (centres undefined)	-18
Cc1ccc(C=Nc2cccc3ccccc23)cc1	-9
COc1ccc(N2C(=O)CSC2c2ccc([N+](=O)[O-])cc2)cc1 (centres undefined)	1
COc1ccccc1NC(=O)C1CCCCC1	-4
CCSCCOC(=O)C1=C(C)NC2=C(C(=O)CCC2)C1c1ccsc1 (centres undefined)	-2
Cn1nnnc1SCC(=O)NCc1cccc(C(=O)O)c1	-3
c1ccc2c(c1)oc1c(NCc3ccc4c(c3)OCO4)ncnc12	0
Cc1sc2c(c1C)c(=O)n(-c1cccc(C(F)(F)F)c1)c(=O)n2CC(=O)N(C)c1ccccc1	3
CC(C)(C)n1nc2c(c1NC(=O)c1ccccc1Br)CS(=O)C2 (centres undefined)	3
CCCCCCc1nnc(N)s1	4
CC(=O)c1c2c(n3cc4ccccc4cc13)C(=O)c1ccccc1C2=O	-30
CCCn1c(SCC(=O)NC(=O)NCc2ccco2)n[nH]c1=O	-6
CC1(C)Cc2nc(N)c(C(=O)NCCO)cc2CO1	2&-8
Cn1c(N2CCCC2)nc2c1c(=O)n(Cc1ccc(F)cc1)c(=O)n2C	-4
CCC(CC)C(=O)Nc1c2c(nn1-c1ccc(Cl)cc1)CSC2	2
CC(=O)NCCNC(=O)c1ccc2c(c1)[nH]c(=S)n1c3ccccc3nc21	4
COc1ccc(C(=S)N2CCN(C)CC2)cc1Br	-3
O=c1c2c3c(sc2n(Cc2cc(=O)n4ccccc4n2)c(=O)n1-c1ccc(Cl)cc1)CCC3	-8
COc1cccc(-c2cc(C(=O)Nc3c(C)nn(Cc4ccccc4C)c3C)no2)c1	0
CCC(=O)N1c2ccc(S(=O)(=O)CCC(=O)Nc3ccc(C)cc3Cl)cc2CC1C (centres undefined)	-14
CCC(C)OC(=O)C1=C(C)NC2=C(C(=O)C(C(=O)OC)C(C)C2)C1c1ccc(N(C)C)cc1 (centres undefined)	-3&2
NS(=O)(=O)c1cccc2c1c([N+](=O)[O-])cc1nc(O)c(O)nc12	0
CCC(=O)N1c2ccccc2-c2nnc(SC)nc2OC1c1cc(OC)c(OC)c(OC)c1 (centres undefined)	-2
O=C1CN(C(=O)c2ccccc2I)C(c2ccc(F)cc2)c2cc(Cl)ccc2N1 (centres undefined)	5
CC(C)CCNC(=O)C1C2C=CC3(CN(Cc4cccnc4)C(=O)C13)O2 (centres undefined)	0
Cc1cc(C)c(NC(=O)c2sc3nc4c(c(-c5ccco5)c3c2N)CCCC4)c(C)c1	-12
O=C(Nc1ccc(S(=O)(=O)Nc2ncccn2)cc1)c1cncc(Br)c1	-1
C=CCSc1nnc2c(n1)OC(c1ccccc1OCCC)N(C(C)=O)c1ccccc1-2 (centres undefined)	-5

Next records follow:
SMILES	14-3-3 PPI
Cc1nc2nc(S(N)(=O)=O)nn2c(C)c1C	-3
COc1cccc(NC(=O)Cn2c3ccccc3c(=O)c3cc(OC)ccc32)c1	1
CCN(CC)C(=O)c1sc2nc(-c3ccncc3)[nH]c(=O)c2c1C	-1
Cc1ccc(S(=O)(=O)C2(C(=O)NCCc3ccc(Cl)cc3)CC2)cc1	3
C=CCn1c(SC/C=C/c2ccccc2)nnc1-c1sc(N)nc1C	0
CCOc1ccc(OCC)c(NC(=O)CC2Oc3ccc(C)cc3NC2=O)c1 (centres undefined)	-3
O=S(=O)(N=C1C=CC(=NS(=O)(=O)c2ccc(Cl)cc2)c2ccccc21)c1ccc(Cl)cc1	-99
Cc1ccc2oc(-c3cccc(NC(=O)c4ccc([N+](=O)[O-])o4)c3C)nc2c1	-17
CCC(C)C1N=C2c3ccccc3N=C(SCC#N)N2C1=O (centres undefined)	-22
CC(=O)Oc1cc(C)ccc1C(O)(C(F)(F)F)C(F)(F)F	5
O=C(NCC1CCCO1)C1CCN(c2ccc(N3CCOCC3)nn2)CC1 (centres undefined)	-3
COC(=O)Cc1cc(=O)n(-c2ccccc2)[nH]1	-2
O=c1c2ccccc2c(-c2ccc(Cl)cc2)nn1-c1cc(N2CCOCC2)ccc1[N+](=O)[O-]	2
CCOc1ccc(-c2nc3cc(NCc4cc(Br)ccc4O)ccc3o2)cc1	-3
CCCCCOC(=O)C1=C(C)NC2=C(C(=O)CC(C)(C)C2)C1c1cccc(O)c1 (centres undefined)	4
CCCN(CCC)S(=O)(=O)c1ccc(C(=O)N2CCN(C)CC2)cc1	8
Cc1cccc(C)c1NC1=NC2(CCCCC2)N=C(N)N1	-11
CCN(c1ccccc1)c1cc(N2CCOCC2)c2nonc2c1[N+](=O)[O-]	-8
COCCCn1cnc2c(c1=O)c1nc3ccccc3nc1n2-c1ccc(C)cc1	0
COc1cc2c(cc1OC)C(COc1ccccc1OC)N(C(=O)c1ccco1)CC2 (centres undefined)	-11

Not all compounds are listed. The share of hits here may be higher or lower than overall.
